Screening results from PubChem.
D2 PAM: HTS Assay for Positive Allosteric Modulators of the Human D2 Dopamine Receptor: Primary Screen for Potentiators. D(2) dopamine receptor (Homo sapiens), P14416. HEK293 T-REx D2, calcium flux, EC20 dopamine potentiation. potentiation, % at 10 µM. actives 0.34% (n = 340,000);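 active = potentiation over 3 SD above the plate norm, cut at about 30% in these data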; also: 0% is about no effect
Target sequence (P14416 whole entry, looked up): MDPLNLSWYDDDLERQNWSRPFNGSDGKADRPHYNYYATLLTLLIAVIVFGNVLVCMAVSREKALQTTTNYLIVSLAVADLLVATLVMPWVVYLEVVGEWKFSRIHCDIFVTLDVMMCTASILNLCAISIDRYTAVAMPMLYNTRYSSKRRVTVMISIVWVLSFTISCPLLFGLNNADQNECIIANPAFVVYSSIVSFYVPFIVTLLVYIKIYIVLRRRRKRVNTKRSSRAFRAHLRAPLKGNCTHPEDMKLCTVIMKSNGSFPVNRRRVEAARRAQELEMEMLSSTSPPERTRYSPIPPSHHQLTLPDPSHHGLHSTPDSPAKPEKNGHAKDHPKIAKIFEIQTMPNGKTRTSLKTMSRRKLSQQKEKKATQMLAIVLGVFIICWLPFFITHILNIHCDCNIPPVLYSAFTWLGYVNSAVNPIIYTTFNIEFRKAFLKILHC
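Primary screen. Calcium kinetics in induced HEK293 T-REx D2 cells: compound pre-addition 180 s, EC20 dopamine, 180 s more.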
D1 antag: Antagonist of Human D 1 Dopamine Receptor: qHTS. actives 3.2% (n = 360,000). D(1A) dopamine receptor (Homo sapiens), P21728. activity change, negative = inhibition, % at 10 µM. HEK293 TREx D1 cells, calcium flux, dopamine EC80; stronger effect = lower value; in the data active = activity change below about -30%; also: % is scaled to controls: 0 for no effect and ±100 for the full control effect
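HEK293 T-REx cells expressing inducible, force-coupled D1 receptor; no-wash Ca dye, 30–90 min RT. Cmpd → 180 s read at 1 Hz → EC80 DA → 180 s read.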
TRHR agonist: qHTS for Small Molecule Agonists and Allosteric Enhancers of Human TRH Receptor: Primary Screen for Agonists; TRHR cells, calcium flux fluo-8, FDSS agonist mode; activation, % at 2 µM; actives 0.18% (n = 360,000); AID 493084, 2011; in the data active = activation above about 30%; also: 0% is about no effect
Target sequence (P34981 whole entry, looked up): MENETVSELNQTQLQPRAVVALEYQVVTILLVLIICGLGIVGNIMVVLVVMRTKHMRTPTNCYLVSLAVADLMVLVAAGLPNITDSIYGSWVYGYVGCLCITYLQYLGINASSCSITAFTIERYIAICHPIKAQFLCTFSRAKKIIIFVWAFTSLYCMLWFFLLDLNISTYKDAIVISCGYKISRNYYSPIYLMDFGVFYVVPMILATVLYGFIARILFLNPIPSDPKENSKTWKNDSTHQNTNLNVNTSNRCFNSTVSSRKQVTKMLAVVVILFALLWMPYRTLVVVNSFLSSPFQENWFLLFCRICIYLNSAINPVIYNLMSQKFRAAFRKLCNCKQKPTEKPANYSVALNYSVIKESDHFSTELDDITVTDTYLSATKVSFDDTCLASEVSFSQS
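Read-out: compound-evoked intracellular calcium rise in TRHR cells, fluo-8 dye, kinetic FDSS fluorescence at 1 s/cycle following a 10-cycle baseline. Cells cultured overnight before dye loading (30 min–1.5 h, RT).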
RXFP1 antagonist: qHTS Assay for Antagonists of the Relaxin Receptor RXFP1; activity change, negative = inhibition, % at 57.5 µM; Relaxin receptor 1 (Homo sapiens), Q9HBX9; HEK293-RXFP1, relaxin-stimulated cAMP HTRF, 30 min; stronger effect = lower value; actives 0.59% (n = 350,000); AID 1259400, 2018;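 active = activity change of -60% or lower, but not beyond a set lower limit; inconclusive = change between -60% and -40%, or beyond the set limit; inactive = change above -40%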; also: % is scaled to controls: 0 for no effect and ±100 for the full control effect
Apoferritin bind: qHTS Assay for Identification of Novel General Anesthetics; Potency, µM (series often up to 77.5 µM), for the others: top-dose activity change, negative = displacement, most hits filed as inhibitors; apoferritin/1-aminoanthracene competitive binding, fluorescence; Ferritin light chain (Equus caballus), P02791; actives 0.074% (n = 350,000); also: potency is read from the fitted curve at half-maximal effect; % is scaled to controls: 0 for no effect and ±100 for the full control effect; nearly all actives have a fitted effect of over 20% in size
Target sequence (P02791 2-175 limits assumed): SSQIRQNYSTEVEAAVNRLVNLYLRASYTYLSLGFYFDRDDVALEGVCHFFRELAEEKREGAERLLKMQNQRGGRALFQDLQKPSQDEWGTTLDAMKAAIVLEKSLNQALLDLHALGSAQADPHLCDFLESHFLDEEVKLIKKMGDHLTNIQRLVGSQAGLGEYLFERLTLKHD
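Horse-spleen apoferritin (10 uM) was mixed with 50% saturated 1-aminoanthracene in PBS, exposed to compounds for 10 min at room temperature, and read for fluorescence (ex 380 nm, em 535 nm). Competitive displacement was fitted with a four-parameter Hill equation.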
D1 agonist: Allosteric Agonists of the Human D1 Dopamine Receptor: qHTS | actives 1% (n = 360,000) | activation, % at 2 µM | HEK293 T-REx D1 cells, calcium flux, agonist mode | AID 504660, 2011 | D(1A) dopamine receptor (Homo sapiens), P21728; in the data active = activation above about 30%; also: 0% is about no effect
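Agonism was scored from calcium flux recorded over 180 s (1 read/s) after pintool compound addition, following a 10-cycle baseline. Cells were inducible force-coupled HEK293 TREx D1, plated overnight at 30 C and loaded with no-wash calcium dye.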
RXFP1 agonist: qHTS Assay for Agonists of the Relaxin Receptor RXFP1; HEK293T-RXFP1 cAMP TR-FRET, 30 min; response scale: percent of porcine relaxin response, buffer zero; actives 0.3% (n = 370,000); AID 2676, 2010; Potency, µM (series often up to 57.5 µM), inactives show at the highest dose activation, usual class: activators; also: potency is read from the fitted curve at half-maximal effect; % is scaled to controls: 0 for no effect and ±100 for the full control effect; nearly all actives have a fitted effect of over 60% in size; many of its hits are not listed in these tables
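cAMP rise read by TR-FRET after 30 min, 37C compound exposure (up to 58 uM) in RXFP1-transfected HEK293 cells with Ro 20174 present. EC50 from Hill-equation fits, with 29 nM porcine relaxin as 100% and buffer as basal.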
TRHR PAM: qHTS for Small Molecule Agonists and Allosteric Enhancers of Human TRH Receptor: Primary Screen for Enhancers; actives 0.66% (n = 360,000); TRHR cells, fluo-8 calcium fluorescence, EC20 TRH enhancement; Thyrotropin-releasing hormone receptor (Homo sapiens), P34981; enhancement, % at 2 µM; in the data active = enhancement above about 30%; also: 0% is about no effect
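Enhancer read-out: after compound pinning and an initial kinetic agonist-mode read, an EC20 of TRH (10 nM final) was injected and fluo-8 calcium signal (Ex 480/Em 530) followed at 1 s/cycle for 100 cycles in TRHR-expressing cells.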
D1 PAM: Potentiators of Human D1 Dopamine Receptor: qHTS; D(1A) dopamine receptor (Homo sapiens), P21728; HEK293 TREx D1 cells, calcium flux, dopamine EC20 potentiation; potentiation, % at 10 µM; actives 0.036% (n = 360,000); in the data active = potentiation above about 30%; also: 0% is about no effect
* hit, by the source's call; ? = inconclusive; / = no result given; [ ] = another dose, or the depositor's remark. Unless noted, calls follow the shape of the dose curve; as a rule, active = well fitted curve in the direction sought with a large enough effect; inconclusive = small, poorly fitted or top-dose-only effect, or another doubt; inactive = no such curve, though single readings can be large; an effect the other way counts as inactive or inconclusive. This is a subset (hit frequency here may not be typical).

D2 PAM	D1 antag	TRHR agonist	RXFP1 antagonist	Compound	Apoferritin bind	D1 agonist	RXFP1 agonist	TRHR PAM	D1 PAM
-6	-17	0.7	-12	COc1cc(OC)c(CN2CCCN(C)CC2)cc1Br	-5%	0	0.4%	-4	-1
-3	11	0.2	7	CCCC(C)NC(=O)Cc1ccc(S(=O)(=O)N2CCOCC2)s1 (stereo not drawn)	/	0	-0.7%	5	-2
-3	-23	-0.2	-11	COc1ccc(CN(Cc2ccc(OC)cc2)S(=O)(=O)c2ccc(-n3cnnn3)c(C)c2)cc1	1%	14	1.0%	0	-2
-7	11	0.2	-1	COc1ccc(C(=O)NN2CCOCC2)cc1[N+](=O)[O-]	-4%	5	-0.5%	-3	4
-1	35	-0.1	-2	Cc1onc2c(=O)n(-c3ccccc3)nc(-c3ccccc3)c12	4%	2	0.9%	0	0
-9	-17	0.1	-10	Cc1ccc(C(=O)N/C(=C\c2cn(S(=O)(=O)N(C)C)c3ccccc23)C(=O)NCCN2CCOCC2)cc1	-16%	0	-0.8%	-3	2
-25	-21	-0.5	-27	Cc1ccc(C)c(N2CCN(CCCNC(=O)CCn3c(=O)c4cccn4c4cccnc43)CC2)c1	-4%	0	3.8%	1	-7
14	-16	-0.4	-7	CCCC(=O)Nc1cc(C(=O)O)ccc1Sc1ccc(C)cc1	-4%	0	-1.5%	-5	-3
-7	-8	-0.2	-1	CCCCn1c(N)c(S(=O)(=O)c2ccc(C)cc2)c2nc3ccccc3nc21	83%[activator]	3	4.5%	-1	-4
-7	-23	-0.2	-4	COc1ccc(S(=O)(=O)NNC(=O)c2cc3cc4ccccc4nc3s2)cc1	-1%	0	0.2%	-4	-1
4	0	-2.0	8	CCCCNC1CCS(=O)(=O)C1 (stereo not drawn)	2%	2	-0.6%	5	-1
0	-17	-0.1	/	Cc1cc(NC(=O)N(C)CCc2c(C)nn(C)c2C)ccc1Br	-5%	-2	-2.9%	-1	-1
-7	-17	-0.6	-13	O=C(NCc1ccc2c(c1)OCO2)C1CCN(S(=O)(=O)c2ccc(F)cc2)CC1	-10%	11	2.1%	-5	-2
10	-13	0.0	/	O=C(O)CCC(=O)Nc1sc2c(c1C(=O)Nc1cccc3ccccc13)CCCCC2	-8%	-1	1.5%	-1	-5
6	-7	0.5	6	CCn1c(CC2C(=O)Nc3ccccc32)nc2ccccc2c1=O (stereo not drawn)	8%	1	0.5%	1	2
-1	-19	0.2	3	CCOc1ccc(NC(=O)c2nn(C)c3c2COc2ccccc2-3)cc1	-5%	4	-3.0%	-4	-1
2	-23	-0.3	4	CC(=O)c1cccc(OCc2cc(C(=O)N(C)Cc3cnccn3)no2)c1	-13%	4	1.3%	1	-2
9	-20	0.3	-4	O=C(NCc1ccc(Cl)c(Cl)c1)c1cccnc1	-4%	1	1.5%	3	-4
7	8	-0.9	5	CC(C)C(NC(=O)C1CCC(C(C)(C)C)CC1)C(=O)NCc1cccnc1 (stereo not drawn)	-15%	-1	-0.5%	21	-9
-4	-28	0.2	2	Nn1c(SCc2ccccc2F)nnc1-c1cccnc1	-11%	1	0.3%	6	-7

Next records follow.
D2 PAM	D1 antag	TRHR agonist	RXFP1 antagonist	Compound	Apoferritin bind	D1 agonist	RXFP1 agonist	TRHR PAM	D1 PAM
/	-3	1.2	8	COc1ccc(-n2c(SCc3ccc([N+](=O)[O-])cc3)nnc2-c2ccccc2)cc1	-11%	9	2.8%	-4	-3
-3	-16	-0.4	10	O=S(=O)(Nc1nc2ccccc2s1)c1ccc(Br)s1	-10%	4	-0.4%	-10	-5
14	-9	0.4	1	CN(C1=NS(=O)(=O)c2ccccc21)c1ccc(OC(=O)c2ccncc2)cc1	-5%	2	0.3%	-7	2
-5	-15	0.3	-11	CCOc1ccc2[nH]c(=S)[nH]c2c1	-2%	1	-1.2%	-2	6
11	4	-0.1	8	Cc1nc2ccc3nc(NC(=O)c4ccc5c(c4)OCCO5)sc3c2s1	-3%	1	?	12	2
14	3	-0.2	-3	Cc1ccsc1C(=O)NNC(=O)c1cccc(S(=O)(=O)N2CCCC2)c1	/	11	0.1%	4	/
7	-10	0.9	-33	Cc1nc(N2CCOCC2)c2c(C)c(C(=O)Nc3ccc(C(F)(F)F)cc3)sc2n1	?	0	5.2%	4	1
1	-2	0.0	-20	COc1ccc2oc(C(=O)Nc3ccc(N4CCOCC4)cc3)c(C)c2c1	/	2	0.1%	2	-1
-4	-7	-0.3	8	CC(C)(C)OC(=O)N[C@@H](Cc1ccccc1)C(=O)NCC1CCC(C(=O)N[C@@H](CC(=O)O)C(=O)O)CC1 (stereo partly drawn)	41%[activator]	4	-2.1%	9	4
-3	-15	0.0	-3	CC1Cc2cc(S(=O)(=O)N3CCC(C(=O)NCc4ccco4)CC3)ccc2N1C(=O)C1CCC1 (stereo not drawn)	-14%	2	0.4%	-2	-4
5	-14	-0.1	-21	O=C(c1ccco1)N1CCN(c2ncnc3c2cnn3-c2ccccc2)CC1	-10%	5	-0.4%	-13	-5
-12	-3	-0.5	/	Cc1c(Cl)cccc1N1CCn2c1nc1c2c(=O)n(CC(=O)O)c(=O)n1C	5%	-1	0.7%	13	-3
-4	1	0.4	13	COC(=O)c1cc(C(=O)Nc2cc(C)on2)cc([N+](=O)[O-])c1	-10%	-1	0.2%	-4	2
-3	-2	0.4	/	Cn1cccc1Cc1nnc(SCC(=O)N2CCCC2)n1CCc1ccccc1	-3%	0	3.8%	-1	-2
8	8	0.0	-16	C=CCN=C(C)C1=C(O)CCC1=O	-15%	1	1.0%	9	-2
1	-1	-1.3	4	CCOC(=O)c1c(-c2ccc(C)c(C)c2)csc1NC(=O)C1CC=CCC1C(=O)O (stereo not drawn)	?	0	4.3%	6	-4
11	-4	0.1	-2	COc1ccc(CNC(=O)c2cccc3c2C(=O)N(Cc2cccnc2)C3)cc1	0%	2	3.0%	2	-4
0	5	0.1	/	CCOc1ccc2[nH]cc(S(=O)(=O)c3ccc(F)cc3)c(=O)c2c1	-4%	-1	-0.2%	7	/
3	14	0.3	5	CCOC(=O)CSC1=Nc2ccccc2C2=NC(CC(=O)NCc3ccc(OC)cc3)C(=O)N12 (stereo not drawn)	3%	1	1.5%	-7	-1
-6	4	0.0	11	CC(C)c1nc(SCc2c(F)cccc2Cl)c2c(=O)n(C)c(=O)n(C)c2n1	-7%	2	2.5%	-6	-14

Random excerpt: two compounds from above
D2 PAM	D1 antag	TRHR agonist	RXFP1 antagonist	Compound	Apoferritin bind	D1 agonist	RXFP1 agonist	TRHR PAM	D1 PAM
-12	-3	-0.5	/	Cc1c(Cl)cccc1N1CCn2c1nc1c2c(=O)n(CC(=O)O)c(=O)n1C	5%	-1	0.7%	13	-3
11	4	-0.1	8	Cc1nc2ccc3nc(NC(=O)c4ccc5c(c4)OCCO5)sc3c2s1	-3%	1	?	12	2

Remaining list, next part.
D2 PAM	D1 antag	TRHR agonist	RXFP1 antagonist	Compound	Apoferritin bind	D1 agonist	RXFP1 agonist	TRHR PAM	D1 PAM
-1	0	3.1	-3	CCOC(=O)c1nn(-c2ccccc2C)c2nc(Nc3ccccc3)cc(=O)n12	3%	17	1.4%	26	-4
-2	-20	0.5	/	Cc1cc(=O)n(CCCc2ccccc2)[nH]1	/	-1	-0.7%	-1	-7
3	0	-0.6	3	Cc1ccnc(NC(=S)NC(=O)c2cccs2)c1	-10%	1	2.8%	18	-2
1	4	0.4	-9	COc1ccc2c(c1)C1NC(=S)NC(C)(O2)C1C(=O)Nc1ccc(Cl)cc1 (stereo not drawn)	1%	0	1.8%	0	5
-10	-7	-0.1	4	O=C(CCNC(=O)c1ccccc1)OCN1C(=O)c2ccccc2C1=O	-13%	1	2.1%	-8	-1
-8	-4	0.9	9	Cc1cccc(C(=O)NNC(=O)c2ccc(Cl)cc2)c1O	-1%	1	-1.8%	17	0
21	2	-0.2	-8	COc1ccccc1Nc1cc(C(=O)NCc2cccnc2)c2ccccc2n1	38%[activator]	6	2.1%	-5	-2
2	-10	-0.2	-3	CC(C)c1ccc(OCC(=O)NCc2n[nH]c(=O)c3ccccc23)cc1	/	2	0.4%	-4	-4
/	-45*	-1.4	-14	O=C(Nc1ccc(Oc2cccc(C(F)(F)F)c2)nc1)c1cccs1	?	32*	-1.9%	5	-2
/	7	-0.2	-6	C/C(CC(=O)Nc1cccc2c1CCCC2)=N\NC(=O)Cc1ccccc1	-7%	2	2.2%	4	-1

Compound profiles, as listed above. Order of values: D2 PAM | D1 antag | TRHR agonist | RXFP1 antagonist | Apoferritin bind | D1 agonist | RXFP1 agonist | TRHR PAM | D1 PAM
Profile of O=C(Nc1ccc(Oc2cccc(C(F)(F)F)c2)nc1)c1cccs1 : / | -45* | -1.4 | -14 | ? | 32* | -1.9% | 5 | -2
Profile of Cc1cc(=O)n(CCCc2ccccc2)[nH]1 : -2 | -20 | 0.5 | / | / | -1 | -0.7% | -1 | -7
Profile of O=C(CCNC(=O)c1ccccc1)OCN1C(=O)c2ccccc2C1=O : -10 | -7 | -0.1 | 4 | -13% | 1 | 2.1% | -8 | -1
